# Screening results: PubChem, National Center for Advancing Translational Sciences (NCATS)
# Epigenetic reg: epigenetic control regulation, reporter derepression; Potency, µM (doses to about 53.9 µM), for the others: at the top dose GFP activation, most hits filed as activators; 280,000 tested, 0.2% active; AID 1865; murine LDR cells, GFP reporter derepression, 30 h; note: potency is the fitted concentration of half-maximal effect; % of control where 0% means no effect; nearly all actives have a fitted effect of over 60% in size
#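 Readout is the number of GFP-expressing murine LDR cells, counted by cytometry following washing. Cells were treated with compound for 30 h at 37 C; the stably integrated CMV-GFP locus is normally silent.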
# KinaseGlo FLuc: counter-screen: inhibitors of Kinase-Glo firefly luciferase; 200,000 tested, 0.28% active; Kinase-Glo luciferase, ATP luminescence, 8 min; AID 1379; Potency, µM (doses to about 38.3 µM), for inactives: at the highest dose activity change, negative = inhibition, hits mostly inhibitors; note: potency is the fitted concentration of half-maximal effect; % is set by controls: 0 for no effect and ±100 for the full control effect; nearly all actives have a fitted effect of over 60% in size
#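 Kinase-Glo luciferase light output from ATP and luciferin was measured with 10 uM ATP, within the enzyme's linear range. Buffer: 50 mM imidazole pH 7.2, 50 mM KCl, 7 mM MgCl2, 0.01% Tween 20, 0.05% BSA; luminescence read after 8 min at ambient temperature.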
# IMPase Li inh: cell-permeable IMPase inhibitors with lithium potentiation; AID 1457; 210,000 tested, 0.35% active; CHO-M1 cells, IP1 TR-FRET (IP-One), carbachol + lithium; Potency, µM (top dose mostly 59.4 µM), without a hit: at the top dose activity, negative = IMPase inhibition, usual class: inhibitors;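 note: IP1 builds up when IMPase is blocked and the TR-FRET signal falls; potency is the fitted concentration of half-maximal effect; plate controls were basal vehicle for no effect and high inhibitor control for full effect; nearly all actives have a fitted effect of over 50% in size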
#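 Test compounds were applied to CHO-M1 cells previously cultured for 16–30 h at 2000 per well. A small lithium amount accompanied them; after 30 min at 37C, IP1 was quantified by TR-FRET.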
# CBFb-RUNX1 inh: inhibitors of human CBF-beta and RUNX1 interaction; Q01196+Q13951; AlphaScreen CBFb-His/RUNX1-biotin binding, biochemical; Potency, µM (highest dose often 59.8 µM), for the others: top-dose activity, negative = inhibition, usual class: inhibitors; 230,000 tested, under 10 active; note: % of control where 0% means no effect
#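 Compounds were screened at multiple concentrations against a preformed CBF-beta(His)/RUNX1(biotin) complex (30 nM of each) for 15 min at room temperature, followed by 90 min with nickel and streptavidin beads and AlphaScreen reading.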
# LMNA splice mod: changes lamin A minigene splicing in HeLa cells | AID 1487 | 200,000 tested, 0.01% active | HeLa LMNA splicing GFP/RFP minigene ratio, 48 h | Potency, µM (highest dose often 46.1 µM), for inactives: at the top dose ratio change, negative = inhibition, hits mostly inhibitors; active = well fitted inhibition curve with a large enough effect in the signal ratio, with a control signal flat, not every such curve was filed as active; inconclusive = small, poorly fitted or top-dose-only effect, or effect the other way, or a change in a side signal; the % refers to the signal ratio; note: potency is the fitted concentration of half-maximal effect; % is set by controls: 0 for no effect and ±100 for the full control effect
#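 S3 HeLa stable clones carrying a lamin A-EGFP splicing minigene plus DsRed2 were seeded at 600 cells/well in Opti-MEM with 2% FBS, pin-dosed and incubated 48 h at 37°C. Acumen cytometry (488 nm) gave the GFP/RFP total-intensity ratio.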
# NPSR antag: neuropeptide S receptor (human) antagonism, cAMP; 220,000 tested, 1% active; Potency, µM (titrated, usually from 38.3 µM), without a hit: at the highest dose activity change, negative = inhibition, most hits filed as inhibitors; AID 1461; CHO-NPSR cells, cAMP TR-FRET, antagonist mode; Q6W5P4; note: potency is the fitted concentration of half-maximal effect; % is set by controls: 0 for no effect and ±100 for the full control effect; nearly all actives have a fitted effect of over 50% in size; many of its hits are not listed in these tables
# Target sequence (Q6W5P4 whole entry, looked up): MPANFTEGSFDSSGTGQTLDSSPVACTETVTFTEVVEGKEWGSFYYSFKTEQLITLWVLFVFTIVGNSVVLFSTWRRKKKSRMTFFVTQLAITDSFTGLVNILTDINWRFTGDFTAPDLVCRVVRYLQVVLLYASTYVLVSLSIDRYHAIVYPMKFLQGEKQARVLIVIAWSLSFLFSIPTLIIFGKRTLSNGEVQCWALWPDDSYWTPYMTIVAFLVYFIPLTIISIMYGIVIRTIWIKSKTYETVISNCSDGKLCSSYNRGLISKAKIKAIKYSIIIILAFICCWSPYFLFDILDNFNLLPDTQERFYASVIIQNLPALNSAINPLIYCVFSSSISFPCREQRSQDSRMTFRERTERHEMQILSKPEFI
# GLA spleen mod: inhibits or activates alpha-galactosidase in human spleen homogenate | 240,000 tested, 0.008% active | human spleen homogenate, 4MU-alpha-Gal fluorescence, 40 min | Potency, µM (titrated, usually from 80 µM), without a hit: at the top dose activity change, negative = inhibition, most hits filed as inhibitors | AID 2107;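 note: potency is the fitted concentration of half-maximal effect; 0% = enzyme with vehicle and -100% = no enzyme basal signal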
# Target sequence (P06280 32-429 limits assumed): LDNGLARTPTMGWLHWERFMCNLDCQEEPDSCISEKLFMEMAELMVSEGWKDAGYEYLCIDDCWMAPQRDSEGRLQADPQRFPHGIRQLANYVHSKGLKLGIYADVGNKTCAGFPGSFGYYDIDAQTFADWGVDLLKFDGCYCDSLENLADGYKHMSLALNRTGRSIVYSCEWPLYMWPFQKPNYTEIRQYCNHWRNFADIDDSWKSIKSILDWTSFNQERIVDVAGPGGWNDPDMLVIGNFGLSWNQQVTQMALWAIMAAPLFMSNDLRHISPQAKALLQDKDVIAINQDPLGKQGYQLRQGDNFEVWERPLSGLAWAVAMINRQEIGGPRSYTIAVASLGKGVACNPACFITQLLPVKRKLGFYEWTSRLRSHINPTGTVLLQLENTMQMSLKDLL
#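 Inhibition or activation of alpha-galactosidase in human spleen homogenate is scored by 4-MU fluorescence after 40 min at 37C, pH 5.0, with 1 mM substrate. AC50s come from concentration-response fitted to the Hill equation.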
# * marks the source's active call; other numbers are inactive results; ? = inconclusive; . = no result given; [ ] = dose if it differs, or a comment. Unless noted, calls come from the whole dose curve; as a rule, active = well fitted curve in the direction sought with a large enough effect; inconclusive = small, poorly fitted or top-dose-only effect, or another doubt; inactive = no such curve, though single readings can be large; an effect the other way counts as inactive or inconclusive. The list is partial; rates above refer to the full screens.
SMILES,Epigenetic reg,KinaseGlo FLuc,IMPase Li inh,CBFb-RUNX1 inh,LMNA splice mod,NPSR antag,GLA spleen mod
Cc1nn(CC(=O)Nc2ccncc2)c(C)c1[N+](=O)[O-],1.1%,3.5%,-2.7%,4.4%,-0.4%,7.9%,1.9%
CCOc1ccc(OCC)c(NC(=O)CSc2nc3c(c(=O)n(C)c(=O)n3C)n2C(C)C)c1,-1.0%,.,.,-0.4%,?,-22.7%[46.1 µM],?
CS(=O)(=O)Nc1c(O)ccc2c1CCC[C@H]2C1=NCCN1,1.2%,1.6%,6.8%,4.6%[21.7 µM],.,.,7.5%
COc1ccc(OC)c(S(=O)(=O)N2CCCCCC2)c1,-0.9%,0.3%,-9.4%[38.3 µM],6.3%,1.1%,11.4%[7.67 µM],-1.3%
CN(CCc1ccccn1)C1CC(=O)N(c2ccc(Cl)cc2)C1=O (configuration not stated),2.1%,-1.1%,0.1%[38.3 µM],-2.3%,7.6%,-6.8%[46.1 µM],-4.5%
Cc1cc(C)nc(NS(=O)(=O)c2ccc(NC(=O)Nc3ccccc3F)cc2)n1,-0.3%,.,.,-8.3%,.,4.3%,2.3%
COC(=O)C1=C(C(=O)OC)[C@@H]2N(Cc3ccccc3)c3ccccc3[C@@]23C[C@@H](C(=O)OC)N(C(=O)NCc2ccccc2)C3=C1,-1.1%,1.2%,11.9%,-8.4%,.,.,1.2%
COCC(=O)N1CCC[C@@]2(CCN(c3ccncc3)C2)C1,.,-3.2%,7.2%,.,.,.,-1.3%
Cc1cc(-c2ccccc2)nc(N(C)NC(=O)C(C)(C)C)c1S(C)(=O)=O,-0.1%,2.0%,23.4%,-15.7%,.,40.6%,-0.4%
CCOC(=O)N1CCC(N2C(=O)c3ccccc3C2=O)CC1,-1.0%,7.5%,2.7%,9.3%,-3.4%,3.6%,-3.5%
c1ccc(-c2nc(-n3ccnc3)nc(-n3ccnc3)n2)cc1,-6.0%,1.8%,18.7%[38.3 µM],-5.3%,?,?,-1.6%
COc1ccc(NS(=O)(=O)c2cc(C)ccc2C)cc1,-2.3%,-1.9%,-3.1%[38.3 µM],2.1%,?,-19.9%[46.1 µM],4.8%
CCCC(=O)NCCCCNC(=O)CCC,3.0%,-1.8%,3.0%[38.3 µM],7.0%,8.8%,3.1%[46.1 µM],3.8%
CCNC(=S)NNC(=O)c1cc(-c2cccnc2)nc2ccccc12,1.1%,?,2.3%,-1.8%,?,-15.3%,-0.7%
CC1(C)CC1C(=O)Nc1ccc([N+](=O)[O-])cc1Br (configuration not stated),-0.9%,.,.,-7.0%,-4.3%,-10.4%[46.1 µM],0.4%
Cc1nc(N2CCOCC2)c2nc(-c3ccccc3)n(CCN3CCCCC3)c2n1,3.6%,-1.3%,5.5%,-12.4%,.,.,-4.7%
Nc1ncnc2nc(SCc3ccc(Cl)cc3Cl)[nH]c12,0.1%,0.5%,37.0%[38.3 µM],-5.7%,-6.6%,4.2%[46.1 µM],-4.1%
COc1ccc(Nc2cc(C)nc3nc(C)nn23)cc1Cl,-4.6%,0.6%,8.3%[38.3 µM],-0.7%,0.8%,-9.8%[46.1 µM],3.0%
O=C(NC(=S)NCCN1CCOCC1)c1ccccc1,-0.9%,.,.,-1.3%,-10.2%,-7.1%[46.1 µM],-0.3%
CCOC(=O)C1(CC2CCCCO2)CCN(S(=O)(=O)c2ccsc2)CC1 (configuration not stated),-2.5%,-0.2%,2.0%,9.2%,2.7%[46 µM],15.7%,1.5%
Cc1cc(NC(=O)CN2CCN(Cc3ccccc3)CC2)nc2c1c(=O)oc1ccccc12,-1.2%,.,14.9%,-2.3%,.,-1.2%,8.9%
COc1ccc(OC)c(NS(=O)(=O)c2ccc3c(c2)CCC(=O)N3)c1,-1.2%,-3.8%,0.2%[38.3 µM],-0.3%,8.1%,-8.3%[46.1 µM],9.1%
Cc1cc2nc(SCCN3CCCC3)[nH]c2cc1C,-1.2%,-0.6%,12.4%[38.3 µM],3.0%,-2.0%,4.7%[46.1 µM],-1.8%
O=C(Nc1cccc(S(=O)(=O)N2CCCCC2)c1)c1ccc2c(c1)OCO2,-1.3%,0.0%,-1.6%,16.1%,?,-9.2%,-4.8%
C/C(=N\O)C(C)(C)Nc1cccc(Br)c1,0.0%,.,.,5.1%,.,-13.8%,-5.0%
CC1(C)C(=O)Nc2ccccc2N1C(=O)CSc1nnc2c(Cl)cc(Cl)cn12,-0.9%,5.4%,-0.9%,-4.9%,5.4%,9.3%,1.4%
CCn1cc(CNC(=O)c2cccc([N+](=O)[O-])c2)cn1,0.0%,-4.9%,-8.0%,-3.1%,-1.6%,14.8%,-1.2%
CCOC(=O)C1CCN(c2ncnc3nc[nH]c23)CC1,-1.0%,-3.9%,-5.7%,4.3%,-6.1%,7.2%,1.1%
CC(=O)c1c(N2CCOCC2)[nH]c(-c2ccccc2)nc1=S,-8.2%,-1.0%,-8.1%,16.4%,?,-25.5%,-0.9%
CCNc1nc(NCC)nc(C(=O)OCCO)n1,-0.2%,-1.9%,-3.5%[38.3 µM],?,4.5%,-28.4%[46.1 µM],-8.3%
CCOC(=O)c1c(C)nc2c(c1-c1ccc(Cl)cc1)C(=O)CC(C)(C)C2,-0.9%,.,.,-0.1%,?,-15.1%[46.1 µM],6.2%
O=C(CCC(=O)N1CCN(c2ccccc2)CC1)Nc1nnc(C2CCCCC2)s1,-2.4%,.,.,8.6%,.,-3.1%,1.8%
COc1ccc(C(=O)N2CCN(C(=O)c3cc(OC)c(OC)c(OC)c3)CC2)cc1,-1.0%,1.3%,18.8%[38.3 µM],1.4%,-9.4%,4.8%[46.1 µM],-5.7%
COc1cc(-c2nc3ccccn3c2/N=C/c2cccc(OC)c2O)ccc1O,-1.2%,-7.2%,7.8%,-11.3%,.,-27.0%,-15.7%
NC(=S)c1cc2cc(Cl)ccc2oc1=O,-1.8%,.,.,6.8%,.,7.8%,3.3%
COc1cc(CCC(=O)Nc2nnc(-c3cccnc3)s2)cc(OC)c1OC,1.1%,-0.3%,-1.9%,0.7%,0.2%[46 µM],2.5%,3.1%
O=S(=O)(c1ccccc1)c1nc(Nc2cccc(O)c2)sc1Cl,1.1%,-0.9%,14.5%,-9.9%,?,5.6%,6.2%
Cc1ccc(C(c2nnnn2C2CCCCC2)N2CCN3CCCC3C2)cc1 (configuration not stated),3.4%,-4.2%,5.5%[38.3 µM],5.2%,-8.6%,-18.0%[46.1 µM],11.3%
Cc1nn(CC(=O)Nc2ccc(C(=O)N3CCCCC3)cc2)c(=O)c2ccccc12,0.5%,0.0%,28.7%[38.3 µM],5.8%,-10.0%,-7.0%[46.1 µM],-6.1%
FC(F)(F)c1nnc2sc(-c3cccs3)nn12,0.0%,3.8%,-1.9%[38.3 µM],4.5%,-6.2%,1.2%[46.1 µM],10.1%
CCCCCCCCn1ccc(=N)cc1,9.7%,.,.,1.2%,.,-20.2%,0.1%
Cc1ccc(S(=O)(=O)N2CCCOC2CNC(=O)C(=O)NCCc2c[nH]c3ccccc23)cc1 (configuration not stated),-0.5%,-0.5%,5.0%,-14.5%,?,4.0%,-1.6%
O=C(CSc1nnc(NC(=O)C2CCC2)s1)Nc1ccc(N2CCOCC2)cc1,0.7%,-3.1%,5.8%[38.3 µM],0.8%,16.8%,2.4%[46.1 µM],4.8%
CCOC(=O)C1=C(C)NC(C)=C(C(=O)OCC)C1c1ccc(OC)cc1,3.8%,-1.0%,18.7%[38.3 µM],10.1%,?,-24.8%[46.1 µM],10.8%
CCc1c(O)nc(SCC(=O)Nc2nc3ccccc3s2)n(-c2ccc(C)cc2)c1=O,1.1%,.,.,-2.6%,.,-17.0%,-3.6%
CCN1C(=O)/C(=C\N(C)C)NC1=S,-1.9%,0.4%,1.0%,0.9%,2.7%,10.3%,-6.2%
CCOC(=O)CN1C(=O)COc2ccc(C(C)(C)C)cc21,-0.9%,-0.4%,-31.7%[38.3 µM],-0.4%,10.6%,-7.9%[46.1 µM],-4.3%
Cc1ccc(C(C(=O)NCc2ccco2)N(C(=O)Cn2nnc3ccccc32)c2ccccc2)o1 (configuration not stated),0.0%,1.7%,-4.2%[38.3 µM],-4.4%,-2.1%,-25.4%[46.1 µM],-14.1%
N#CC1=C(N)SC(N)=C(C#N)C1c1ccnc2ccccc12,-2.2%,-3.8%,-28.2%[38.3 µM],-3.1%,2.4%,-5.8%[46.1 µM],-27.7%
c1ccc2c(NCC3CCCO3)nc(N3CCCCC3)nc2c1 (configuration not stated),-0.2%,-3.5%,21.9%,2.6%,-0.8%[46 µM],-21.3%,?
O=C(CN1C(=O)CSc2cc(S(=O)(=O)N3CCCCCC3)ccc21)NCCc1ccccc1,13.5%,2.7%,12.2%,5.1%,0.1%,-28.6%,2.6%
O=C1CCCC(c2ccccc2)N1 (configuration not stated),-1.0%,1.5%,-4.9%,4.3%,-7.7%,8.4%,4.9%
CC(C)Oc1cccc(C(=O)Nc2ccc(Br)cc2F)c1,0.0%,-1.1%,15.1%,-1.1%,?,-0.8%,2.7%
Clc1ccc(CON/C=N/c2ncnc3sccc23)c(Cl)c1,1.0%,-3.8%,8.6%[38.3 µM],11.8%,?,?,8.2%
Nc1c(-c2ccc(Cl)cc2)cnn1-c1cc(C(F)(F)F)cc(C(F)(F)F)c1,1.0%,.,.,7.7%,.,1.1%,10.0%
CCOC(=O)N1CCN(S(=O)(=O)c2ccc(OCC(=O)OC)c(C)c2)CC1,-9.5%,5.4%,2.8%[38.3 µM],7.3%,-10.9%,-8.4%[46.1 µM],4.6%
Cc1cc(C)cc(NC(=O)/C=C/c2ccc([N+](=O)[O-])s2)c1,8.0%,-0.2%,9.3%,-8.5%,?,-4.2%[46.1 µM],-0.7%
CC(=O)c1ccc(NC(=O)C(C)N(C)CC(=O)Nc2ccc(N3CCOCC3)cc2)cc1 (configuration not stated),0.0%,10.8%,11.1%,-2.4%,-6.2%[46 µM],-4.8%,3.2%

# Reformatted: results already given
structure | Epigenetic reg | KinaseGlo FLuc | IMPase Li inh | CBFb-RUNX1 inh | LMNA splice mod | NPSR antag | GLA spleen mod
CN(CCc1ccccn1)C1CC(=O)N(c2ccc(Cl)cc2)C1=O (configuration not stated) | 2.1% | -1.1% | 0.1%[38.3 µM] | -2.3% | 7.6% | -6.8%[46.1 µM] | -4.5%
Cc1cc(C)nc(NS(=O)(=O)c2ccc(NC(=O)Nc3ccccc3F)cc2)n1 | -0.3% | . | . | -8.3% | . | 4.3% | 2.3%
